Lipid storage S3: qHTS Assay for Lipid Storage Modulators in Drosophila S3 Cells; Drosophila S3 cells, BODIPY lipid droplet fluorescence, 18-24 h; cells fed with added oleic acid; Potency in µM for hits, for the others lipid storage change, negative = inhibition, % at the top dose, mostly 46.1 µM; hit rate 0.64% among 320,000; active means well fitted inhibition curve with a large enough effect in the signal ratio, with a control signal flat, not every such curve was filed as active; inconclusive means small, poorly fitted or top-dose-only effect, or effect the other way, or a change in a side signal; the % refers to the signal ratio
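Laser-scanning cytometry quantifies lipid droplet accumulation (500–530 nm total intensity; droplet/cell object ratio) in oleic acid-fed (400 uM added) Drosophila S3 cells treated with a concentration series. 20 uM Triacsin C defined 100% inhibition.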
Lipid storage S3 cell count max: recorded beside Lipid storage S3, whose call it bears; cell number change, %; measured here: cell count max response;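 cells counted by Cell Tracker Red CMTPX staining in the red channel; peak over a dose series mostly up to 46.1 µM; percent activity relative to internal control wells on each plate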
Active calls of the source: *; i = inactive; u = inconclusive; x = no result given. On the % scale 0 is the no-effect control and ±100 the full control effect; potency means the concentration at half of the fitted maximal effect. Some of the compounds tested; count on the stated rates, not on these rows.

SMILES	Lipid storage S3	Lipid storage S3 cell count max
CC1C(c2cccs2)=[N+]([O-])C(C)(C(=O)c2cccs2)N1O (centres undefined)	u	x
CCOP(=O)(OCC)C(NC(=O)c1ccc(OC)cc1)C(Cl)(Cl)Cl (centres undefined)	16%	0
Cc1cc(=O)oc2cc(OCC(=O)N3CCN(C(C)c4ccccc4)CC3)c(Cl)cc12 (centres undefined)	i	5
Cc1ccnc(-n2c(C)nc3ccccc3c2=O)c1	2%	-11
CC1=C(C(=O)OC(C)C)[C@]2(C(=O)N(CC(N)=O)c3ccccc32)C(C#N)=C(N)O1	u	x
O=c1[nH]c(=O)n(CCc2ccc(F)cc2)c(O)c1C=NCCCn1ccnc1	i	x
Cc1ccc(NC(=O)C2CCN(S(=O)(=O)c3ccc4c(c3)oc(=O)n4C)CC2)cc1	u	x
CC(=O)c1ccc(OCC(=O)N2CCCC(N3CCN(c4ccccc4C)CC3)C2)cc1 (centres undefined)	u	x
CC(Cc1ccccc1)NCc1ccccc1O (centres undefined)	-7%	-17
C=CCN1C(=O)NC(=O)/C(=C/c2c(CCN(C)C(=O)c3ccccc3)cc3c(c2OC)OCO3)C1=O	-22%	1
NC(N)=N/N=C/c1cn(-c2ccccc2)nc1-c1cccs1	u	x
Fc1cccc(CCNCc2ccccn2)c1	20%	-4
CN(C)P(=O)(NC(=O)c1cccn1C)N(C)C	-3%	-6
COc1ccc(C(=O)C2CCCN(C3CSCCSC3)C2)c(C)c1 (centres undefined)	u	x
CN(C)c1ccc(N=Cc2c(O)n(CCC3=CCCCC3)c(=O)[nH]c2=O)cc1	u	x
CC/C(=N\NC(=O)c1ccccc1)c1c(O)n(Cc2ccccc2)c(=O)[nH]c1=O	6%	10
Cn1c(=O)oc2cc(S(=O)(=O)N3CCCC(C(=O)Nc4nccs4)C3)ccc21 (centres undefined)	u	x
CCn1ccnc1CN1CCCC(C(=O)c2cc(F)ccc2OC)C1 (centres undefined)	u	x
COc1ccc(C(=O)N/N=C/C23CC[C@@H](O)CC2(O)CC[C@@H]2[C@@H]3CCC3(C)C(C4=CC(=O)OC4)CCC23O)cc1 (some centres undefined)	u	x
COc1cccc(Oc2c(C)oc3cc(OC(=O)N(C)C)ccc3c2=O)c1	u	x
O=C1NC(=O)N(c2ccccc2)C(=O)/C1=C/c1coc2ccc(O)cc2c1=O	-13%	5
C=CCn1c(O)c(C(CC)=Nc2cccc(C(F)(F)F)c2)c(=O)[nH]c1=O	8%	6
CCOc1ccccc1-n1c(O)c(C=Nc2ccc(N(CC)CC)cc2)c(=O)[nH]c1=O	u	x
COc1ccc2c3c([nH]c2c1)C(C)NCC3 (centres undefined)	u	x

Random excerpt: three compounds from above
SMILES	Lipid storage S3	Lipid storage S3 cell count max
CN(C)P(=O)(NC(=O)c1cccn1C)N(C)C	-3%	-6
CC1C(c2cccs2)=[N+]([O-])C(C)(C(=O)c2cccs2)N1O (centres undefined)	u	x
Cc1ccc(NC(=O)C2CCN(S(=O)(=O)c3ccc4c(c3)oc(=O)n4C)CC2)cc1	u	x

Later entries.
SMILES	Lipid storage S3	Lipid storage S3 cell count max
CC(=O)Nc1ccc(C2CN(C)CC2C(=O)c2ccc(Cl)cc2)cc1 (centres undefined)	u	x
CSC1=NP(=S)(SC)N(C)c2nc3n(c21)CCC3 (centres undefined)	6%	4
O=[N+]([O-])c1cccc(CN2CC=C(c3ccc(F)cc3)CC2)c1	17%	1
C=C1[C@H]2CC[C@H]3[C@]4(C)C[C@H](O[C@H]5O[C@H](CO)[C@@H](OS(=O)(=O)O)[C@H](OS(=O)(=O)O)[C@H]5OC(=O)CC(C)C)C[C@@H](C(=O)O)[C@H]4CC[C@]3(C2)[C@H]1O	-1%	-12
CC(C)[C@H](NC(=O)N1C[C@H]2C[C@@H](C1)c1cccc(=O)n1C2)C(=O)Nc1ccccc1F	u	x
COc1c2c(cc3c1OCO3)CCN(C)C2	-6%	-7
O=C(CCc1ccccc1)N1C[C@H]2C[C@@H](C1)c1cccc(=O)n1C2	u	x
COc1ccc(-c2[nH]ncc2CNC(C)Cc2ccsc2)c(F)c1 (centres undefined)	u	x
CC1CCCCN1CC(O)c1c[nH]c2ccccc12 (centres undefined)	u	x
O=P(Nc1ccccc1)(Oc1ccccc1)Oc1ccccc1	6%	-3
COC(=O)C1=C(c2c(C)noc2C)C[C@@H]2CC[C@H]1N2C(=O)NC1Cc2ccccc2C1	u	x
CCCOc1ccc(C(=O)NC(=S)N2C[C@H]3C[C@H](C2)c2cccc(=O)n2C3)cc1	u	x
COC(=O)c1ccc(C(C(=O)NC2CCCCC2)N(CCN2CCOCC2)C(=O)Cc2cccs2)cc1 (centres undefined)	-1%	8
CN1c2ccccc2Oc2ccccc21	u	x
CCOC(=O)c1c(-n2c(C)cc(/C=C3\C(=O)NC(=O)N(C)C3=O)c2C)sc2c1CCCC2	4%	-8
O=c1[nH]c(=O)n(-c2ccc(Br)cc2)c(O)c1C=NCCN1CCCCC1	u	x
O=[N+]([O-])c1ccc(N2CCNCC2)cc1N1CCCCC1	5%	12
COc1cccc(-n2c(O)c(C=NCc3ccc4c(c3)OCO4)c(=O)[nH]c2=O)c1	u	x
Cc1ccc(C(=O)Nc2ccc(-n3ccnc3P(=O)(O)c3ccccc3)cc2)cc1	u	x
N/C(=N\N=C/c1ccc(-c2ccc(O)c(C(=O)O)c2)o1)N[N+](=O)[O-]	u	x
N#CC(CCN1CCOCC1)(c1ccccc1)c1ccccc1	i	6
Cc1ccc2c(c1)CNc1ccccc1O2	u	x
Cc1occc1C(=O)N1CCC2(CC1)OCCO2	i	x
CCCCn1c(O)c(C(CC)=NCCCN(C)C)c(=O)[nH]c1=O	u	x

Sorted by SMILES length (largest number first): 3 of the compounds above
SMILES	Lipid storage S3	Lipid storage S3 cell count max
CC(=O)Nc1ccc(C2CN(C)CC2C(=O)c2ccc(Cl)cc2)cc1 (centres undefined)	u	x
COc1ccc(C(=O)C2CCCN(C3CSCCSC3)C2)c(C)c1 (centres undefined)	u	x
N#CC(CCN1CCOCC1)(c1ccccc1)c1ccccc1	i	6

(cont.)
SMILES	Lipid storage S3	Lipid storage S3 cell count max
CCCCC/C=C\C/C=C\C/C=C\C/C=C\CCCC(=O)Nc1ccc(O)cc1	2%	-6
Cc1cc(OC(=O)N(C)C)nc2c1c(C)nn2C	-2%	11
COc1c(C)cc(C(=O)C2CCCN(Cc3ccccn3)C2)cc1C (centres undefined)	i	20
CCOC(=O)c1c(C)[nH]c(C)c1C(=O)C(Cc1ccccc1)N(C)C (centres undefined)	u	x
O=C(COc1ccc(Cl)cc1)N1CCN(Cc2ccc([N+](=O)[O-])cc2)CC1	i	x
COC(=O)C1C2c3ccccc3OC1(C)N=c1s/c(=C/c3cnn(C)c3C)c(=O)n12 (centres undefined)	u	x
COc1cccc(CNCCc2ccccc2)c1OC	-9%	8
CC(C)CCOP(=O)(c1ccc(N(C)C)cc1)C(O)c1c(Cl)cccc1Cl (centres undefined)	u	x
Cc1ccc2c(c1)[C@@H]1CN(C)CC[C@@H]1N2C(=O)Nc1cccc(C(F)(F)F)c1	0%	0
CCOC(=O)c1c(/N=C/c2c(O)n(-c3ccccc3F)c(=S)[nH]c2=O)sc2c1CCCC2	u	x
O=C(c1cc(S(=O)(=O)N2CCCCC2)ccc1F)N1CCC2(CC1)OCCO2	i	24
COc1ccc(N2C(=O)/C(=C/c3ccc(C)o3)C(=O)NC2=S)cc1	i	21
Cc1ccc(S(=O)(=O)N(C)C)cc1NC(=O)C(C)[N+]12CCN(CC1)CC2 (centres undefined)	u	x
CCOc1ccc(N2C(=O)/C(=C/c3ccc(C)o3)C(=O)NC2=S)cc1	i	-15
CN(C)[C@@H]1C(=O)C(C(N)=O)=C(O)[C@@]2(O)C(=O)C3=C(O)c4c(O)ccc(Cl)c4[C@@](C)(O)[C@H]3C[C@@H]12	u	x
Cn1c(=O)oc2cc(S(=O)(=O)NCCC(=O)NCCc3ccc(Cl)cc3)ccc21	u	x
COc1cc2c(cc1O)C[C@H]1c3c(cc(O)c(OC)c3-2)CCN1C	18%	15
O=C(CSc1ccccc1)N1CCC2(CC1)OCCO2	23%	x
CCCC1=C(C(=O)OCC)C2(C(=O)Nc3ccc(C)cc32)C(C#N)=C(N)O1 (centres undefined)	7%	-3
O=C(Cc1ccccc1)OCCNC(=O)c1cccnc1	u	x
CC1CN=C(Nc2ccccc2)S1 (centres undefined)	u	x
O=C(NC(=O)N1CCC2(CC1)OCCO2)c1ccc(Cl)cc1	u	x
COC(=O)C1=C(c2cc3ccccc3s2)C[C@@H]2CC[C@H]1N2C	u	x
CCn1c(O)c(/C(C)=N/N2CCCCC2c2cccnc2)c(=O)[nH]c1=S (centres undefined)	u	x
COc1cc(C(=S)N2CCOCC2)cc(OC)c1OC(=O)Cc1ccccc1	4%	9
Cc1ccsc1C(=O)C1CCCN(Cc2ccccc2O)C1 (centres undefined)	-4%	3
CCCN1C2CCCC1CC(NC(C)=O)C2 (centres undefined)	u	x
CCC(COC(=O)NC)NC(=O)Oc1cccc(C)c1 (centres undefined)	1%	2
CCCCCCOc1ccc(CN2CCN(CC)CC2)cc1	1%	x
COc1ccc(C2=NCC(=S)Nc3ccc(Cl)cc32)cc1Cl	13%	x
Cc1cccc(N2C(=O)/C(=C/c3ccc(CN(CCC#N)S(C)(=O)=O)o3)C(=O)NC2=S)c1	10%	6
COCCNC(=O)Cn1cc(C(=O)c2ccccc2F)c2ccccc21	u	x
O=C1CCN(C(=O)Cc2ccccc2[N+](=O)[O-])CC1	u	x
O=C1NC(=S)NC(=O)C12C(c1ccc(F)cc1)NC(=S)NC2c1ccc(F)cc1 (centres undefined)	u	x
O=C1NC(=O)N(CCc2ccc(F)cc2)C(=O)/C1=C\C=C\c1ccccc1	u	x
CCOP1(=S)Oc2cc3c(cc2C(C(=O)OC)(C(F)(F)F)O1)OCO3 (centres undefined)	i	8

Quoted from the listing.
Lipid storage S3, `Cc1ccsc1C(=O)C1CCCN(Cc2ccccc2O)C1` (centres undefined) stands at -4%
Lipid storage S3, `Cc1cccc(N2C(=O)/C(=C/c3ccc(CN(CCC#N)S(C)(=O)=O)o3)C(=O)NC2=S)c1` stands at 10%

(cont.)
SMILES	Lipid storage S3	Lipid storage S3 cell count max
Cc1nn(CC(C)C)c(Cl)c1C(=O)NC1CCC(C)CC1 (centres undefined)	17%	x
CCOP(=O)(OCC)C(NC(=O)C(C)C)C(Cl)(Cl)Cl (centres undefined)	-8%	1
O=C1NC(=O)C(C(CC(=O)c2ccccc2)c2ccccc2)C(=O)N1 (centres undefined)	u	x
Cc1ccc(N2C(=O)NC(=O)/C(=C\c3ccoc3)C2=O)cc1	u	x
NC1=C([N+](=O)[O-])C(c2ccc3c(c2)OCO3)c2c(c3ccccc3oc2=O)O1 (centres undefined)	21%	23
C/C(=N\N1CCCCCC1)c1c(O)n(C)c(=O)n(C)c1=O	-16%	-3
Cc1ccc(-c2cc(-c3ccc(C)cc3)[n+](C)o2)cc1	u	x
Cc1cc(/C=C2\C(=O)NC(=O)N(Cc3ccccc3Cl)C2=O)c(C)n1-c1ccc(C(=O)O)cc1	i	7
CC(=O)NC1C(OC(=O)Cc2ccccc2)OC(COC(C)=O)C(OC(C)=O)C1OC(C)=O (centres undefined)	u	x
O=[N+]([O-])c1ccc(NCc2ccccc2)c2nonc12	u	x
CNS(=O)(=O)c1ccc(N=Cc2c(O)n(-c3ccc(C)cc3)c(=O)[nH]c2=O)cc1	-14%	-12
CNC(=O)Oc1ccc2ncccc2c1	u	x

Two entries from above in another layout.
> NC(N)=N/N=C/c1cn(-c2ccccc2)nc1-c1cccs1
  Lipid storage S3 = u | Lipid storage S3 cell count max = x

> Fc1cccc(CCNCc2ccccn2)c1
  Lipid storage S3 = 20% | Lipid storage S3 cell count max = -4

Next section:
SMILES	Lipid storage S3	Lipid storage S3 cell count max
CN1C2CCC1CC(OC(=O)CCN1CCCC1)C2 (centres undefined)	u	x
Cc1cccc(NC(=O)N2CCCC2)c1	u	x
N#CC12CNCC1CN=N2 (centres undefined)	u	x
C=Cn1ccnc1P(=S)(c1nccn1C=C)C1CCCCC1	-11%	-9
CC(NCc1ccc(Cl)c(Cl)c1)C(O)c1ccccc1 (centres undefined)	u	x
CC(=O)c1c(C)n(CC2CCCO2)c2ccc(O)cc12 (centres undefined)	u	x
Cc1ccc(S(=O)(=O)NCC2CCC(C(=O)N3CCC4(CC3)OCCO4)CC2)cc1 (centres undefined)	-2%	1
C[N+]12CCC(CC1)C(=C(c1ccccc1)c1ccccc1)C2	1%	10
Cc1[nH]c2ccccc2c1C1=CCNCC1	u	x
Cc1ccc2c(c1)C1CN(C)CCC1N2C(=O)CCCN1C(=O)c2cccc3cccc(c23)C1=O (centres undefined)	1%	11
COc1ccc(/C=C2/C(=O)NC(=O)N(C3CCCCC3)C2=O)cc1CSc1ccccn1	-27%	14
Cc1[nH]c2ccccc2c1/C=N/O	5%	-10
O=C(N/N=C/c1c(O)n(C2CC2)c(=S)[nH]c1=O)c1ccccc1Cl	u	x
O=C(C(=O)N1CCOCC1)c1cn(Cc2ccccc2F)c2ccccc12	u	x
COc1ccc(C2C(C(=O)N3CCC4(CC3)OCCO4)c3cc(OC)c(OC)cc3C(=O)N2C)cc1 (centres undefined)	u	x
CN(Cc1ccccc1)Cc1ccccc1OC(=O)N(C)C	-5%	1
